High-throughput results as filed in PubChem BioAssay.
Shn3 3UTR inh: inhibitors of Schnurri-3 3'UTR reporter in osteoblasts. Clone20 osteoblast Shn3 3'UTR firefly luciferase, 24 h. inhibition, % at 12.5 µM. 360,000 tested, 0.52% active;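 active = mean inhibition of at least 75% with every replicate also reaching 75%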;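 note: 0% = median of neutral control wells and 100% = pilot-screen positive control compound; some compounds past the cut are filed as inactive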
SRC3 inh: inhibits human SRC3 coactivator; HEK293 GAL4-SRC3 luciferase reporter, luminescence; Q9Y6Q9; inhibition, % at 3.6 µM; 360,000 tested, 0.17% active;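 active = inhibition above a per-campaign cutoff, the mean of all compounds plus 3 SD, cut at about 60% in these data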;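 note: 0% = DMSO-treated cells and 100% = gossypol-treated cells at 36 µM; higher means less SRC3-driven luciferase light from the GAL4 reporter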
Target sequence (Q9Y6Q9 whole entry, looked up, the tested form may be a part): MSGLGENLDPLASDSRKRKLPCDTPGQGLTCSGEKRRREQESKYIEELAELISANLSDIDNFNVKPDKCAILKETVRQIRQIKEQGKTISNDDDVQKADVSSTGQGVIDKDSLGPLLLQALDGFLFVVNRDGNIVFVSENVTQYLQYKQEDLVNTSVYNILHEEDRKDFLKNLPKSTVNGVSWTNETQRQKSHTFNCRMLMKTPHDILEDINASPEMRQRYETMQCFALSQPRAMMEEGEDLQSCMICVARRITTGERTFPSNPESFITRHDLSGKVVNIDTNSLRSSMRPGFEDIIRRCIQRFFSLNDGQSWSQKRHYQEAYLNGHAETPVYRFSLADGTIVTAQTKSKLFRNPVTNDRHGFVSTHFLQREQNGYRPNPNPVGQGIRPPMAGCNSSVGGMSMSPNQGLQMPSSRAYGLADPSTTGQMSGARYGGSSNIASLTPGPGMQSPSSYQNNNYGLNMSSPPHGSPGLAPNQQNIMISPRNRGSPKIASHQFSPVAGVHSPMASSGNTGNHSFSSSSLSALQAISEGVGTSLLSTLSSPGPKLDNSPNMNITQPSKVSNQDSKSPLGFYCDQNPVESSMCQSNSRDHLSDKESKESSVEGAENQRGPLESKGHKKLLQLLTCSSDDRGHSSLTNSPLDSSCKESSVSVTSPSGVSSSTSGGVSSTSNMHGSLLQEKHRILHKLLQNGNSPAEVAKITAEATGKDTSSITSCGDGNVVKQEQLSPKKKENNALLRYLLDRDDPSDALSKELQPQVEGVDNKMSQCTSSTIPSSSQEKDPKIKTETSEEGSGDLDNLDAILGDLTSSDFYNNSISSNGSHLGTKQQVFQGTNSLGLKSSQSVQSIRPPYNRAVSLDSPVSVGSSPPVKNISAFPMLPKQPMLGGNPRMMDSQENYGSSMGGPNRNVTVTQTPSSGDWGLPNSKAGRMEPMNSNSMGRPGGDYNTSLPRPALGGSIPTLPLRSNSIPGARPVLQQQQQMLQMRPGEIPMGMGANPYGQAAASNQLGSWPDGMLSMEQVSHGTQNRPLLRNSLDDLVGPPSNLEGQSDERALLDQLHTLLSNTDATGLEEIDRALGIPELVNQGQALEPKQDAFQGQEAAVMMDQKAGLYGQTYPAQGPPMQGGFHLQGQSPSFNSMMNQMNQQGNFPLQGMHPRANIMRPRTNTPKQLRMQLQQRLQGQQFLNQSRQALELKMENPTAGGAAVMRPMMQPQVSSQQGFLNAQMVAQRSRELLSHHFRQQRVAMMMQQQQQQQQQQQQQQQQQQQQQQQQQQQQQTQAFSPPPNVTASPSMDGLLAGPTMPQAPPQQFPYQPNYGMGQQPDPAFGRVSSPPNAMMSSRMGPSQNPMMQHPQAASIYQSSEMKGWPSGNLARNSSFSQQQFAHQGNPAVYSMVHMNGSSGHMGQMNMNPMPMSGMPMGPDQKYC
NR5A2 inv ag: suppresses constitutive activity of human LRH-1 | O00482 | HEK293T StAR-luciferase reporter, LRH-1 transfected, 24 h | inhibition, % at 3.6 µM | 360,000 tested, 0.13% active | AID 602396;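 active = inhibition above the mean inhibition of all tested compounds plus 3 SD, cut at about 73% in these data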;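 note: 0% = DMSO wells and 100% = reporter-only cells lacking LRH-1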
KKLEB tox: counter-screen for CF NF-kB inhibitors: cytotoxicity; KKLEB CF airway cells viability, ATPlite luminescence, overnight; active compounds read low; cells stimulated with P. aeruginosa culture filtrate; activity change (cytotoxicity), % at 5 µM; 360,000 tested, 0.36% active; AID 602141;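 active = corrected activity change at or below -50% at 5 µM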
NCOA1 inh: inhibitors of human steroid receptor coactivator 1 (SRC1); inhibition, % at 3.6 µM; 360,000 tested, 0.12% active; AID 588354; Q15788; HEK293 GAL4-SRC1 luciferase reporter, luminescence;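 active = inhibition above the campaign mean plus 3 SD, with each screening campaign given its own cutoff, cut at about 60% in these data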;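 note: 0% = DMSO treated cells and 100% = gossypol at 36 µM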
C8 TRAIL sens: caspase-8 TRAIL sensitization. inhibition (viability loss, TRAIL sensitization), % at 10 µM. AID 624354. NB7+C8 cells + TRAIL, ATPlite viability luminescence. 360,000 tested, 1% active;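 active = compounds causing at least 50% loss of cell viability in the single-dose screen, relative to plate controls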
EBV LMP1 NFkB: reduces LMP1-driven NF-kappaB luciferase signal. LMP1-induced NF-kappaB luciferase reporter cells, luminescence. inhibition, % at 12.5 µM. 350,000 tested, 0.69% active; in the data active = inhibition above about 41%;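 note: 0% = neutral control wells and 100% = reference inhibitor control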
CF NFkB inh: inhibitors of cystic fibrosis induced NF-kB | inhibition, % at 5 µM | KKLEB NF-kB-GFP reporter, PAF-induced, GFP fluorescence overnight | 360,000 tested, 0.86% active | AID 588850;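 active = at least 50% inhibition at 5 µM, scaled per plate between neutral and stimulator controls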;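 note: PAF is a Pseudomonas aeruginosa culture filtrate used as stimulus; plate controls were PAF-stimulated DMSO wells for no effect and unstimulated DMSO wells for full effect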
NR2F2 inh: NR2F2 (human) inhibition, primary screen; HEK293T NGFI-A luciferase reporter, luminescence; AID 686940; 370,000 tested, 0.7% active; inhibition, % at 8.6 µM; P24468;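 active = inhibition above a per-plate cutoff, mean inhibition of test wells between control levels plus 3 SD, cut at about 38% in these data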;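 note: cells cotransfected with COUP-TFII expression vector driving the NGFI-A reporter; 0% = median of COUP-TF2 test wells and 100% = reporter-only cells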
TROY signal inh: TROY signaling inhibition. 360,000 tested, 0.98% active. inhibition, % at 10 µM. Q293 LMP1-TROYcd NF-kB luciferase reporter, 4 h;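 active = compounds whose plate-normalised and pattern-corrected inhibition of the luciferase reporter signal at the single screening dose is 50% or more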
TWEAK-Fn14 inh: inhibitors of TWEAK-Fn14 interaction signaling | TWEAK-stimulated Fn14 reporter cells, luciferase luminescence, 8 h | inhibition, % at 10 µM | 360,000 tested, 2% active | AID 1159606; in the data active = inhibition above about 50%
An asterisk follows results filed as active; x = no result given.

cpd | SMILES | SRC3 inh | CF NFkB inh | NR5A2 inv ag | C8 TRAIL sens | Shn3 3UTR inh | KKLEB tox | EBV LMP1 NFkB | NR2F2 inh | TROY signal inh | TWEAK-Fn14 inh | NCOA1 inh
1 | CC[C@]12C(=O)N(C)C[C@H]([C@@H]3C(=O)N(C)C(=O)[C@@H]31)N2C(=O)c1ccccc1 | -19 | 8 | 20 | -4 | 4 | -11 | 1 | 6 | 29 | -10 | -6
2 | COc1cc(Cl)ccc1OC1(C)CCN(Cc2c(F)cccc2F)C1 (stereo not drawn) | -18 | 17 | -14 | -5 | 10 | -1 | x | -9 | -5 | -8 | 12
3 | Clc1cccc(OCCN2CCOCC2)c1 | -18 | -14 | -26 | 15 | -10 | 9 | -5 | -26 | -16 | -18 | -10
4 | CCOC(=O)N1CCN(C(=O)CCCn2c(=S)[nH]c3ccsc3c2=O)CC1 | 11 | 14 | -10 | 2 | 6 | -3 | -7 | 27 | 4 | 11 | 2
5 | Cc1ccc(S(=O)(=O)N(Cc2c(F)cccc2Cl)C(=O)N2CCN(C)CC2)cc1 | -8 | -14 | -11 | -8 | -4 | 13 | -9 | -1 | 9 | 5 | -9
6 | CC1=C(C(=O)Nc2cccnc2)C(c2ccc3c(c2)OCO3)C2=C(CCCC2=O)N1 (stereo not drawn) | -1 | 9 | 3 | 10 | 2 | -2 | 5 | 15 | -8 | 4 | -4
7 | COCCn1nnnc1C(C(C)C)N1CCCC(C)C1 (stereo not drawn) | -14 | 5 | -16 | 7 | 14 | 2 | 2 | 8 | 18 | 10 | -8
8 | O=S(=O)(Nc1ccccc1Br)c1cccc2cccnc12 | -6 | -40 | 21 | -23 | -1 | 24 | 5 | -9 | -6 | 18 | 6
9 | Cc1cccc(NC(=O)CN(C)C(=O)C2CCCC2)c1C | 12 | -10 | -35 | -3 | -39 | 8 | 2 | -6 | 14 | -14 | -4
10 | Cc1cc(C)nc(SCC(=O)N/N=C/C=C/c2ccccc2)n1 | 3 | 20 | 11 | -3 | -13 | -27 | 7 | 12 | 14 | -3 | -26
11 | Cc1ccc(NC(=S)N(CCCN(C)C)Cc2cc3cc4c(cc3[nH]c2=O)OCO4)cc1 | -5 | 4 | -2 | -6 | -7 | -5 | -7 | -12 | -45 | -32 | 2
12 | Cc1ccccc1NS(=O)(=O)c1ccc(F)cc1 | -6 | 9 | -4 | 4 | 4 | -6 | 1 | -3 | -7 | 22 | 7

Four successive compounds already listed, for reference:
cpd | SMILES | SRC3 inh | CF NFkB inh | NR5A2 inv ag | C8 TRAIL sens | Shn3 3UTR inh | KKLEB tox | EBV LMP1 NFkB | NR2F2 inh | TROY signal inh | TWEAK-Fn14 inh | NCOA1 inh
4 | CCOC(=O)N1CCN(C(=O)CCCn2c(=S)[nH]c3ccsc3c2=O)CC1 | 11 | 14 | -10 | 2 | 6 | -3 | -7 | 27 | 4 | 11 | 2
5 | Cc1ccc(S(=O)(=O)N(Cc2c(F)cccc2Cl)C(=O)N2CCN(C)CC2)cc1 | -8 | -14 | -11 | -8 | -4 | 13 | -9 | -1 | 9 | 5 | -9
6 | CC1=C(C(=O)Nc2cccnc2)C(c2ccc3c(c2)OCO3)C2=C(CCCC2=O)N1 (stereo not drawn) | -1 | 9 | 3 | 10 | 2 | -2 | 5 | 15 | -8 | 4 | -4
7 | COCCn1nnnc1C(C(C)C)N1CCCC(C)C1 (stereo not drawn) | -14 | 5 | -16 | 7 | 14 | 2 | 2 | 8 | 18 | 10 | -8

(further entries)
cpd | SMILES | SRC3 inh | CF NFkB inh | NR5A2 inv ag | C8 TRAIL sens | Shn3 3UTR inh | KKLEB tox | EBV LMP1 NFkB | NR2F2 inh | TROY signal inh | TWEAK-Fn14 inh | NCOA1 inh
13 | Cc1cc(C)cc(Nc2nc(-c3ccc(S(=O)(=O)N4CCCC4)cc3)cs2)c1 | 30 | 15 | 20 | 2 | 17 | -16 | 11 | 13 | -2 | 21 | 19
14 | O=C(Nc1cccnc1)c1cccnc1 | -26 | 18 | -1 | -21 | 11 | 23 | -12 | 10 | 10 | -6 | -4
15 | CCCCCNCc1ccc(Cl)cc1 | 20 | 12 | -9 | 0 | 0 | 6 | -1 | -3 | -1 | -13 | -8
16 | COc1ccc2c(c1)c(C(C)=O)c(C)n2-c1ccc(C(C)=O)cc1 | 24 | 64* | -10 | -4 | 22 | -3 | 10 | 1 | 27 | 15 | 22
17 | Cn1ccnc1C1CCCCN1Cc1nc(Cc2ccccc2F)no1 (stereo not drawn) | 3 | 8 | 5 | 4 | -9 | 2 | 1 | -17 | 13 | 3 | -9
18 | COc1ccccc1Oc1nnnn1-c1ccc(C(N)=O)cc1 | 1 | -1 | 46 | -16 | -1 | 5 | -4 | 22 | -6 | 5 | -1
19 | CSC1=NN(c2ccccc2)CN(c2ccccc2)N1C | -13 | -9 | 11 | -5 | -11 | 6 | -3 | -4 | -18 | 12 | 1
20 | C[C@H](CO)N1C[C@H](C)[C@@H](CN(C)S(=O)(=O)c2cccc(C#N)c2)OCc2cn(nn2)CCCC1=O | 10 | -7 | -15 | -18 | -4 | -1 | -3 | -10 | -4 | 8 | 18
21 | CCCc1nnc(NC(=O)CCC(=O)N2CCN(CCOc3ccc(C)cc3)CC2)s1 | 26 | -13 | 21 | 6 | 13 | 4 | 17 | 6 | 36 | 29 | 10
22 | Nc1nc(-c2ccccc2)cn1N | 1 | -7 | -3 | 16 | -10 | -16 | -12 | -15 | -2 | -11 | -10
23 | CCOc1c(Br)cc(C(N)=O)cc1OCc1ccccc1 | 8 | 19 | -2 | -2 | 12 | -9 | -2 | -18 | -5 | 1 | -10
24 | N#CCC(=O)N/N=C\c1cc(Br)ccc1OC/C=C/c1ccccc1 | -63 | 12 | -27 | 36 | -60 | -18 | -8 | -6 | -12 | -19 | -60
25 | C/C=C\C=C/C(=O)Nc1cccc(C2=NOC3(C2)C[C@@H](C(N)=O)N(C(=O)[C@H]2CCC(=O)N2)C3)c1 (stereo partly drawn) | -1 | -12 | 7 | 1 | -1 | -10 | -12 | x | -7 | 10 | -7
26 | Cc1cccc(N2CCN(C(=O)CCCCCn3c(=S)[nH]c4ccc(N5CCOCC5)cc4c3=O)CC2)c1C | -14 | -8 | -20 | 38 | 60 | 0 | 5 | 15 | 24 | 13 | -6
27 | CS(=O)(=O)N1CC(C(=O)O)Oc2ccc(CC(=O)O)cc21 (stereo not drawn) | 6 | -5 | 1 | 2 | -9 | 6 | 5 | 2 | 5 | 0 | -6
28 | O=C(O)C1C2C=CC(O2)C1C(=O)NC1CCCc2ccccc21 (stereo not drawn) | -1 | -10 | -10 | -4 | -2 | 7 | -2 | 3 | -13 | -2 | 4
29 | CC(=O)NN1C(=O)c2ccccc2NC1c1ccccc1O (stereo not drawn) | -7 | -2 | -16 | -20 | -9 | 10 | 6 | -7 | 11 | 13 | -24
30 | CN(C)S(=O)(=O)c1cccc(CSCc2cccc(S(=O)(=O)N(C)C)c2)c1 | 34 | 10 | 42 | 11 | 77 | -27 | 23 | 57* | 23 | 30 | 32
31 | Cc1ccc(OCCCCn2cnc3ccccc32)c(C)c1 | -18 | 5 | 0 | 19 | 70 | -4 | -10 | 24 | 2 | -1 | -41
32 | Cc1cccc(C(=O)Nc2ccc(N3CCN(S(C)(=O)=O)CC3)cc2)c1 | -68 | -3 | -38 | -2 | -14 | 12 | -9 | -1 | -74 | 12 | -77
33 | Cc1ccc(NC(=O)C(=O)NNC(=O)c2cccs2)cc1 | 8 | 2 | -13 | -1 | -39 | -4 | 4 | 1 | -17 | -21 | 3
34 | COc1ccc(NC(=S)Nc2cccc(C(C)=O)c2)cc1OC | -23 | 0 | 7 | 1 | -5 | -7 | -2 | -10 | -9 | -8 | -6
35 | Cc1nc(Cc2nnc(SCc3nc(N)nc(Nc4ccccc4C)n3)o2)cs1 | 20 | 15 | 0 | 6 | 21 | 3 | 0 | 4 | -3 | 0 | 3
36 | COC(=O)C(C)n1cnc2c(nnn2-c2ccc(C)cc2)c1=O (stereo not drawn) | -14 | -20 | 4 | 3 | -6 | 9 | -3 | -26 | -35 | -12 | 8

NR2F2 inh, what is marked active above
no.	SMILES	SRC3 inh	CF NFkB inh	NR5A2 inv ag	Shn3 3UTR inh	EBV LMP1 NFkB	NR2F2 inh	TWEAK-Fn14 inh	NCOA1 inh
30	CN(C)S(=O)(=O)c1cccc(CSCc2cccc(S(=O)(=O)N(C)C)c2)c1	34	10	42	77	23	57*	30	32

(next part)
cpd | SMILES | SRC3 inh | CF NFkB inh | NR5A2 inv ag | C8 TRAIL sens | Shn3 3UTR inh | KKLEB tox | EBV LMP1 NFkB | NR2F2 inh | TROY signal inh | TWEAK-Fn14 inh | NCOA1 inh
37 | O=C(Nc1ccc(F)cc1)C(=O)C1C(=O)Nc2ccccc21 (stereo not drawn) | 3 | -6 | 11 | 19 | 3 | 14 | -1 | -1 | -30 | 2 | -10
38 | CC1CCCN(Cc2ccc(OCc3ccccc3)cc2)C1 (stereo not drawn) | -31 | -5 | -23 | 0 | -14 | -9 | -11 | -14 | -7 | 1 | -14
39 | COc1ccc(N(Cc2cc3ccc(C)cc3[nH]c2=O)S(=O)(=O)c2ccccc2)cc1 | 0 | -9 | 12 | 25 | 6 | -13 | -2 | x | 6 | 1 | 8
40 | CCc1ccccc1NS(=O)(=O)c1ccc2[nH]cc(C(=O)NCc3ccco3)c(=O)c2c1 | 18 | -29 | -6 | 33 | -13 | 5 | -1 | -2 | -1 | -2 | 10
41 | NC(=O)CC(NC(=O)Cc1ccc(Br)cc1)c1ccc(N2CCc3ccccc3C2)c([N+](=O)[O-])c1 (stereo not drawn) | -6 | 4 | 8 | -15 | -22 | -3 | 3 | -8 | 9 | -10 | 3
42 | Oc1ccc(N2CCN(c3nnnn3-c3ccccc3)CC2)cc1 | 15 | -10 | 9 | 1 | 6 | 7 | 6 | 16 | 0 | -11 | 8
43 | Cc1ccc(Nc2nnc(SC(C)C(=O)NC3CC3)s2)cc1 (stereo not drawn) | -3 | -11 | 6 | -16 | -8 | -4 | 0 | -29 | -9 | -15 | 7
44 | Cc1cc(C)cc(N(CC(=O)NC2CCCC2)C(=O)CCC(=O)Nc2cc(C)ccn2)c1 | -48 | 5 | -15 | -5 | 9 | 8 | 3 | -10 | -14 | -14 | 13
45 | O=C(CSc1nnc(-c2ccncc2)o1)N1CCc2ccccc2C1 | 8 | 6 | -1 | -9 | 4 | -6 | 2 | 2 | -14 | 8 | 2

These rows are one share of the data; rates above refer to the full screens.
